DDE Tn6 FP inh – DD(E)-Tn6 binding inhibition, primary FP screen; Fibrin DD(E) TRITC-Tn6 fluorescence polarization displacement; P02675; 370,000 tested, 0.21% active; AID 720509; inhibition, % at 8.3 µM;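 active = inhibition above a per-campaign cutoff: mean of compounds within control limits plus 3 SD, cut at about 15% in these data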;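 note: 0% = median of all compound wells on the plate and 100% = blocking peptide control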
KLK7 zymogen act – activators of human kallikrein-7 zymogen. P49862. purified proKLK7, EDANS-DABCYL substrate fluorescence; 100% is mature enzyme control, 0% vehicle. activation, % at 7 µM. 370,000 tested, 0.9% active;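 active = activation above the mean of all tested compounds plus 3 SD, computed per campaign excluding outliers beyond control limits, cut at about 13% in these data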
PLC-gamma1 inh – inhibitors of human phospholipase C gamma1. P19174. inhibition, % at 12.2 µM. AID 720700. purified PLC-gamma1, fluorogenic substrate, fluorescence. 370,000 tested, 0.84% active; in the data active = inhibition above about 9.5%
Target sequence (P19174 whole entry, looked up): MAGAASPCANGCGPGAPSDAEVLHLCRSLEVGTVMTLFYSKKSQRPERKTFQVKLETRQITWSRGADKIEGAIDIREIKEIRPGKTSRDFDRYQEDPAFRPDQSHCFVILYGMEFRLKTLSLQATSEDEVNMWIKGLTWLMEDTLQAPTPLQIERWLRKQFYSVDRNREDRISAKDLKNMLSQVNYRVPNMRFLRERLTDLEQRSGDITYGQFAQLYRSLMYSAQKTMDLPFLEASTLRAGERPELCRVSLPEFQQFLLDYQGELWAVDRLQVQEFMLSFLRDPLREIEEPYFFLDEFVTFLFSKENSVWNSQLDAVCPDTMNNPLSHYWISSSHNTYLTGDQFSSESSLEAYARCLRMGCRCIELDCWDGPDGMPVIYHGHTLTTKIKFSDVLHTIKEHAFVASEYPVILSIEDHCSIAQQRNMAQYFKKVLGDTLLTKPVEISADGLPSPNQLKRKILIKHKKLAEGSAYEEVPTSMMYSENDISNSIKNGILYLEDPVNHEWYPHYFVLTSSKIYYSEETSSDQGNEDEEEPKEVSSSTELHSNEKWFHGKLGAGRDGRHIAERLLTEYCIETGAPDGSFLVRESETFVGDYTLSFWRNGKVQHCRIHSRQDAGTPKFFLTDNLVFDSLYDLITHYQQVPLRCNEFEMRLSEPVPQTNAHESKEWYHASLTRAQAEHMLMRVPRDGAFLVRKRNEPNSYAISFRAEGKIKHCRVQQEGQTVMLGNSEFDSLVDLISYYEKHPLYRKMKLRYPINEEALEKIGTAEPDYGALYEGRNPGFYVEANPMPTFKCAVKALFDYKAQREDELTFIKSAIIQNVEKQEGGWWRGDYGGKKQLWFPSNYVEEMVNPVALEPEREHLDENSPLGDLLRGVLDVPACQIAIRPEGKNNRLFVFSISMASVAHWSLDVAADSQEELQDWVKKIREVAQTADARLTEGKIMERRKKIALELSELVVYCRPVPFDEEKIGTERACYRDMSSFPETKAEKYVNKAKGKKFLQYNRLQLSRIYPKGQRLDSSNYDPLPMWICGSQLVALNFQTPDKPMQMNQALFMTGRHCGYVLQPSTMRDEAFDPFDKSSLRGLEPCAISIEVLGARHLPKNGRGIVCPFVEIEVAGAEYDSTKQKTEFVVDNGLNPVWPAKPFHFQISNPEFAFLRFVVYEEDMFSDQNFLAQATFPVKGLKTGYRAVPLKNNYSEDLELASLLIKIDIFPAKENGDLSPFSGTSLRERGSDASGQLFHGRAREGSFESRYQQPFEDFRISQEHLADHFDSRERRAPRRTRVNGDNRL
ADAM10 inh – ADAM10 inhibition, QFRET primary screen; inhibition, % at 7 µM; O14672; recombinant ADAM10, EDANS/DABCYL FRET peptide cleavage, 3 h; 370,000 tested, 0.62% active; AID 720582;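 active = inhibition above a per-campaign cutoff equal to the mean of compounds falling between control-based bounds plus 3 SD, cut at about 20% in these data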;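 note: 0% = DMSO wells while the 100% control is not disclosed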
DDE Tn7 FP inh – DD(E)-Tn7 binding inhibition, primary FP screen; P02675; FP displacement of FITC-Tn7 peptide from fibrin DD(E); 0% = median of compound wells per plate; inhibition, % at 8.3 µM; 370,000 tested, 0.13% active; AID 720508;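 active = inhibition above the mean of compounds falling within the control limits plus 3 SD of them, cut at about 14% in these data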;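 note: 0% = plate median of compound wells and 100% = 10 µM Aha-Tn7 peptide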
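Also added: labelled Tn7 tracer, 0.1 µM; Assay system: human fibrin DD(E) protein; Amount: 2 µM fibrin DD(E); Schedule: 10 min compound pre-incubation, 3 h probe incubation at room temperature; Repeats: one replicate per compound; Read-out basis: percent inhibition; Measured by: fluorescence polarization of the labelled Tn7 tracer.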
LEDGF integ inh – blocks HIV-1 LEDGF/p75-dependent DNA integration; TR-FRET IN-LEDGF/p75 DNA integration, Eu/Cy5; inhibition, % at 3.7 µM; 370,000 tested, 0.64% active;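 active = inhibition above the screen-wide mean plus 3 SD, cut at about 13% in these data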;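 note: signal is the Cy5 over europium emission ratio at 671 and 618 nm; 0% = plate median of compound wells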
ARFGAP1 inh – inhibitors of rat ARFGAP1; Q62848; AID 651572; inhibition, % at 16.5 µM; 360,000 tested, 0.26% active; Arfgap1-stimulated ARF1 GTP hydrolysis, GDP FP detection;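 active = inhibition above a per-plate limit, mean inhibition of low control wells plus 3 SD, cut at about 25% in these data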;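 note: 0% = DMSO wells with enzyme and 100% = wells lacking Arfgap1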
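material = rat Arfgap1 catalytic domain, aa 1-136 | also added = human ARF1(Δ1-17)-GTP substrate | compound dosing = one concentration, 16.5 µM, DMSO 1.26% | times = GTP hydrolysis reaction 2 h at 25 °C | measured by = FP, GDP Alexa 633 tracer displaced from anti-GDP antibody, 620/688 nm | evaluation = percent inhibition of Arfgap1-stimulated GTP hydrolysis | replication = single well per compound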
ADAM17 inh – ADAM17 inhibition, QFRET primary screen | 370,000 tested, 0.83% active | recombinant ADAM17, EDANS/DABCYL FRET peptide cleavage | P78536 | inhibition, % at 6.95 µM;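 active = inhibition above the mean of compounds lying between control limits plus 3 SD, set per campaign, cut at about 8.5% in these data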;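 note: 0% = DMSO-only wells as the low control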
ASAP1 GAP inh – blocks human ASAP1-stimulated Arf1 GTP hydrolysis | Q9ULH1 | GDP FP detection | inhibition, % at 16.5 µM | 360,000 tested, 0.19% active | AID 624377; in the data active = inhibition above about 25%;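 note: 0% = vehicle with enzyme and substrate and 100% = no enzyme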
TDP2 inh – blocks human TDP2 phosphodiesterase activity. O95551. recombinant TDP2, T5PNP hydrolysis, p-nitrophenol absorbance 415 nm. inhibition, % at 12.8 µM. 370,000 tested, 0.34% active. AID 720702;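 active = inhibition above the mean of all tested compounds plus 3 SD, set per campaign, cut at about 25% in these data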;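 note: 0% = DMSO with enzyme and 100% = buffer with substrate but no TDP2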
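Test system: Human TDP2 enzyme | Reagent: 5 mM T5PNP | Compound dosing: 12.8 µM single point, 1% DMSO | Incubation: Enzyme reaction with compound for 2 h at 37 °C | Technique: p-Nitrophenol epi absorbance | Read-out: % inhibition relative to enzyme-containing and enzyme-free wells | Benchmarks: High control without enzyme, low control DMSO plus TDP2 | Replicates: Singlicate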
Starred values were filed as active, the others as inactive; . = not tested or not shown; & = joins results of further samples.

SMILES	DDE Tn6 FP inh	KLK7 zymogen act	PLC-gamma1 inh	ADAM10 inh	DDE Tn7 FP inh	LEDGF integ inh	ARFGAP1 inh	ADAM17 inh	ASAP1 GAP inh	TDP2 inh
Cc1ccc(-c2[nH]ncc2CNCCc2cnn(-c3ccccc3)c2)cc1C	-7.8	0.6	3.9	9.1	-4.4	2.7	2.8	-1.1	-1.3	-8.2
CCOc1ccc(S(=O)(=O)N2CCC(C(=O)NCc3ccncc3)CC2)cc1	2.0	-0.1	-0.5	-5.9	2.9	-4.3	1.4	-4.1	-10.4	-7.7
COc1ccccc1NC(=S)NC(=O)c1ccc(Cn2cc(Br)cn2)cc1	3.8	0.6	-0.4	-5.0	3.7	-2.1	9.5	-3.8	-2.2	-3.8
CC(C)(C)c1ccc(C(=O)Nc2ccc(S(=O)(=O)Nc3cnc4ccccc4n3)cc2)cc1	-5.1	-0.3	-3.9	2.9	4.9	-3.2	2.1	-10.7	1.0	-8.2
COc1cc(/C=N/N2CCN(C3c4ccccc4-c4ccccc43)CC2)cc(OC)c1OC	-2.0	0.3	-0.2	-2.2	-6.8	-2.5	-1.8	0.6	6.2	4.5
Nc1cccc(NC(=O)c2ccco2)c1	4.2	-0.4	-1.1	4.2	-0.6	-3.3	-1.6	-3.5	11.6	0.1
Cc1ccc2c(C)c(C(=O)Nc3ccc(S(N)(=O)=O)cc3)oc2c1C	26.2*	-4.2	-76.7	-22.1	5.4	1.5	3.0	-9.7	4.5	6.0
CC1(C(=O)NCc2ccc3c(c2)OCO3)CCN1C(=O)Cc1cccs1 (configuration not stated)	5.8	0.5	2.3	-1.5	0.1	-1.1	4.5	1.2	2.8	-4.2
CCCSc1ncnc2[nH]ncc12	2.3	-0.5	0.8	3.8	-2.0	0.6	-1.4	-4.2	-4.2	7.8
Fc1cccc(-n2ncc(-c3nnnn3-c3ccccc3)c2C(F)(F)F)c1	-1.1	0.1	3.4	10.1	2.0	1.9	-1.5	3.7	1.6	-8.3
O=C(NCc1ccco1)c1sc(=S)n2c1[nH]c(=O)c1ccccc12	11.4	0.2	-10.4	-6.6	5.4	-2.3	-12.3	1.1	3.6	-7.6
Cc1ccc(CNC(=O)Cc2cn(C)c3ccccc23)cc1	-3.1	0.0	3.7	6.2	1.9	-0.8	-0.7	-1.6	4.7	9.3
Cc1nnsc1C(=O)NC(C)c1ccccc1 (configuration not stated)	2.2	0.3	0.0	-2.9	1.7	-1.4	-5.7	-1.6	-1.8	0.9
COCc1nnc(NC(=O)c2sc3ccccc3c2Cl)s1	9.7	-0.6	-13.0	6.6	0.9	1.1	0.7	2.8	10.1	-2.4
CCOC(=O)Nc1ccc2c(c1)Cc1cc([N+](=O)[O-])ccc1-2	17.5*	-0.3	-31.4	-3.9	-9.1	1.8	-8.8	-1.6	5.3	9.3
Cc1ccc(NC(=O)CCSc2ccccn2)cc1	1.1	0.9	-1.8	2.6	0.2	1.4	3.2	5.5	14.4	5.1
C=C(C)Cn1c(CCCNC(=O)C(C)(C)C)nc2ccccc21	-2.8	-0.3	-0.5	-8.5	0.0	0.2	-6.1	-2.5	-3.6	-3.1
CC(=O)Nc1ccc(S(=O)(=O)NC(C)C(=O)NCC(c2ccco2)N2CCCCC2)cc1 (configuration not stated)	-6.4	0.2	1.0	-1.5	1.7	-3.2	-2.6	-1.5	-10.9	-10.5
COc1ccc(C(=O)CSc2nnc(-c3ccccc3)n2-c2ccc(Cl)cc2)cc1	-2.7	0.9	-3.1	-0.3	7.5	2.6	.	2.1	.	-1.3
O=C(C1CCCCC1)N1CCN(c2nc(-c3ccc(F)cc3)cs2)CC1	4.8	0.9	-0.5	8.7	-2.0	3.1	8.6	-3.4	-3.3	1.4
CCOc1cc(C(=O)N2CCCC2)cc(OCC)c1OCC	0.2	-0.5	1.1	-8.4	-8.6	-0.5	-1.2	-1.8	-9.4	-8.7
COc1ccc(C(=O)CSc2nnc(-c3cccnc3)n2Cc2ccco2)cc1	3.8	-0.3	-3.9	-6.7	3.5	-3.8	-9.4	-3.8	-11.6	-0.8
COc1cc([N+](=O)[O-])cc(/C=N/NC(=O)Cn2nc(C)cc2C)c1O	-3.3	-0.2	5.3	6.8	-9.3	-3.3	2.4	0.5	1.1	-9.3
CCC(C)c1ccccc1N1CC(C(=O)N(C)CC(=O)Nc2cccc(F)c2)CC1=O (configuration not stated)	0.9	-0.2	4.1	-6.4	-2.8	-0.3	-3.0	-0.8	0.9	4.0
O=C(Nc1nnc(CCN2CCCCC2)s1)c1ccc(Br)cc1	-2.9	-0.3	-0.7	-0.6	0.2	0.1	4.5	-2.2	-7.8	13.2
CC(NC(N)=O)C(=O)Nc1ccc(Cl)c(S(=O)(=O)Nc2ccc(Br)cc2)c1 (configuration not stated)	-6.1	0.4	1.3	4.3	-7.3	-0.8	-1.2	-0.9	3.8	-2.1
Cc1nc2nc[nH]n2c(=O)c1CCC(C)C	2.7	0.3	-0.3	2.8	0.7	1.8	5.4	-5.3	-11.1	2.9
O=C(COc1ccccc1Cl)Nc1ccc(CN2CCOCC2)cc1	1.8	-0.8	-2.0	-6.8	0.0	-5.6	0.8	-2.5	-15.8	-6.7
COCCNCC1C(Oc2ccc(Cl)cc2)C(=O)N1c1ccccc1C (configuration not stated)	7.2	-0.6	0.1	-1.4	3.9	-2.6	18.4	-2.7	-7.8	4.3
Cc1cc(N2CCN(C(=O)c3ccco3)CC2)n2nc(C)nc2n1	-3.3	-0.2	1.0	-4.4	-11.0	1.0	3.8	-0.6	-3.4	-3.6
O=c1[nH]cnc(O)c1N=Nc1ccccc1	-2.4	-2.1	0.1	-0.1	-1.2	-2.9	4.6	-0.6	-1.4	9.4
Cc1ccc(-n2c(O)c(C=Nc3cc(C)on3)c3ccccc3c2=O)c(C)c1	1.0	8.5	-281.1	-460.0	5.5	-4.3	-9.5	-135.5	0.0	-5.7
CS(=O)(=O)c1ccccc1-c1nnc(NC(=O)Cc2ccccc2)o1	-4.4	-0.3	-4.4	8.3	-1.5	-0.4	-5.0	-2.1	-2.6	-27.8
Cc1onc(-c2ccccc2)c1C(=O)N1CCN(S(=O)(=O)c2ccccc2C(F)(F)F)CC1	2.7	-0.8	-1.9	-0.7	4.3	-3.9	3.0	-8.6	4.8	-1.5
O=C(OC1CCN(c2ncc(C(F)(F)F)cc2Cl)CC1)c1cccc(C(F)(F)F)c1	-10.5	-0.2	0.6	7.8	-9.1	2.6	13.6	1.2	5.0	-2.7
Cc1cccc(OCC(=O)NNC(=O)c2ccc([N+](=O)[O-])cc2)c1	-5.4	-0.4	0.5	-6.3	-7.0	5.8	1.0	-2.3	-3.3	-0.6
CC(OC(=O)/C=C/c1ccccc1)C(=O)Nc1ccc2c(c1)OCCO2 (configuration not stated)	2.6	-0.1	-6.9	0.1	2.1	-1.1	5.8	1.3	12.9	-8.8
Cc1cccc(C)c1NC(=O)C(C)n1c(-c2ccc(=O)[nH]c2)nc2ccccc21 (configuration not stated)	7.0	0.1	-18.8	-18.4	-5.9	-1.8	2.1	-4.1	4.2	-1.8
C#CCOC(=O)C(NC(=O)c1ccccc1)=C(C)C	-7.6	-0.4	-0.8	3.2	-0.3	-0.8	5.1	-3.5	-4.6	-4.8
CCCN(CCC)CCCNC(=O)Cn1cnc2sc(C)c(S(=O)(=O)N3CCCCC3)c2c1=O	-3.0	0.0	7.4	-3.5	-1.9	-5.7	11.7	-5.3	1.4	-14.9

Ordered by SMILES length (highest first): three of the compounds above
SMILES	DDE Tn6 FP inh	KLK7 zymogen act	PLC-gamma1 inh	ADAM10 inh	DDE Tn7 FP inh	LEDGF integ inh	ARFGAP1 inh	ADAM17 inh	ASAP1 GAP inh	TDP2 inh
CCOC(=O)Nc1ccc2c(c1)Cc1cc([N+](=O)[O-])ccc1-2	17.5*	-0.3	-31.4	-3.9	-9.1	1.8	-8.8	-1.6	5.3	9.3
Cc1cc(N2CCN(C(=O)c3ccco3)CC2)n2nc(C)nc2n1	-3.3	-0.2	1.0	-4.4	-11.0	1.0	3.8	-0.6	-3.4	-3.6
Cc1ccc(CNC(=O)Cc2cn(C)c3ccccc23)cc1	-3.1	0.0	3.7	6.2	1.9	-0.8	-0.7	-1.6	4.7	9.3

Remaining list, next part
SMILES	DDE Tn6 FP inh	KLK7 zymogen act	PLC-gamma1 inh	ADAM10 inh	DDE Tn7 FP inh	LEDGF integ inh	ARFGAP1 inh	ADAM17 inh	ASAP1 GAP inh	TDP2 inh
CCOC(=O)c1c(CN2CCOCC2)n(C)c2cc(Br)c(O)c(CN(C)C)c12	3.1&-9.6	-0.2&-0.6	0.7&-2.8	7.7&-18.5	0.3&3.4	-0.8&-1.3	0.9&9.3	1.4&-6.0	5.5&8.6	-7.0&-13.8
CCCS(=O)(=O)c1c(S(=O)(=O)CCC)c2c(C)cccn2c1C(=O)OC	2.2	1.0	-19.9	-14.3	9.8	0.2	-2.4	-10.7	-1.5	10.2
C/C(=N\OC(=O)c1c(-c2ccccc2Cl)noc1C)c1nccs1	-8.9	-0.2	-0.3	1.2	-6.7	2.2	3.7	-5.4	-12.2	-9.8
COCC(=O)Nc1cc(OC)cc(OC)c1	3.2	0.3	-1.6	4.2	-3.9	-0.7	5.0	-2.5	-7.6	6.1
CCN(Cc1ccccc1)S(=O)(=O)c1csc(C(N)=O)c1	5.3	0.1	3.7	4.8	-2.1	2.3	-8.8	0.1	-0.9	1.2
COc1ccc(CNc2nnnn2C)c(OC)c1	0.8	-0.1	2.7	-2.2	1.9	6.3	0.9	3.7	-4.2	-0.9
CCCC(=O)C1=C(SCC)CC(C)(C)C(C(=O)OC)C1=O (configuration not stated)	-5.2	-0.7	4.5	-0.4	-1.1	-1.1	0.5	-0.8	3.0	7.6
Cc1c(C(=O)Nc2ccc3c4c(cccc24)CC3)cccc1[N+](=O)[O-]	3.0	-0.4	1.5	-0.3	5.7	1.4	11.2	-1.4	-0.8	4.8
Clc1cccc(Cc2c(-c3ccccc3)nc3ccc(Br)cn23)c1	-5.9	-0.7	-6.5	-1.3	4.3	6.2	-8.2	4.2	-0.6	5.5
O=C(CCC(=O)N(CC(=O)NC1CCCCC1)CC1CCCO1)Nc1nccs1 (configuration not stated)	-0.3	0.4	3.8	-4.2	-3.9	-6.1	0.2	-0.8	3.6	-1.5
COc1cccc(NC(=O)COC(=O)C2CC(=O)N(c3ccc(C)cc3)C2)c1 (configuration not stated)	-4.3	-0.1	-1.5	-12.5	5.8	-2.9	-2.0	-4.4	-9.5	2.1
O=C(c1cc2ccccc2o1)N(C1CC1)C1(C(=O)Nc2ccccc2)CCCC1	-3.4	-0.5	4.7	-0.6	-3.4	9.4	1.6	-1.1	9.2	-3.1

Source: PubChem BioAssay
